Assay outcomes deposited in PubChem by several laboratories.
NadD inh = blocks S. aureus nicotinate mononucleotide adenylyltransferase; purified NadD enzyme, colorimetric absorbance read-out; inhibition, % at 20 µM; AID 602399; actives 0.78% (n = 360,000); in the data active = inhibition above about 26%; note: some compounds past the cut are filed as inactive
MT1-MMP act inh = blocks activation of human MT1-MMP. P50281. GFP/RFP ratio change, % at 20 µM. actives 0.061% (n = 360,000). HT1080 RFP-PRO-GFP cells, GFP/RFP ratio fluorescence, overnight; percent of plate control window, DMSO zero;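 active = GFP/RFP ratio change of at least 30% with cell ATP level not reduced by more than half and red fluorescence within 50% of control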; note: strong numbers were not always called active
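Assay system: HT1080 cells carrying an RFP-PRO-GFP reporter | Dosing: Single dose of 20 µM compound, 1% DMSO final | Incubation: Cells overnight before dosing, compound overnight, 37 °C, 5% CO2 | Evaluation: GFP/RFP fluorescence ratio | Control set: DMSO and RFP-L50D-GFP cell wells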
CSN deneddyl inh = inhibitors of human CSN-mediated cullin deneddylation | Purified CSN, SCF-Nedd8-OG deneddylation, fluorescence polarization | inhibition, % at 12.5 µM | actives 0.38% (n = 360,000) | AID 651999;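 active = pattern-corrected inhibition above about 35%, with an unprinted fluorescence ratio check between 0.5 and 1.5, limit read from the data, passing the limit was not always enough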;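 note: 0% = enzyme with substrate and 100% = substrate without enzyme; some results filed as inactive read as strong as hits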
Target sequence (Q92905 whole entry, looked up, one chain of several): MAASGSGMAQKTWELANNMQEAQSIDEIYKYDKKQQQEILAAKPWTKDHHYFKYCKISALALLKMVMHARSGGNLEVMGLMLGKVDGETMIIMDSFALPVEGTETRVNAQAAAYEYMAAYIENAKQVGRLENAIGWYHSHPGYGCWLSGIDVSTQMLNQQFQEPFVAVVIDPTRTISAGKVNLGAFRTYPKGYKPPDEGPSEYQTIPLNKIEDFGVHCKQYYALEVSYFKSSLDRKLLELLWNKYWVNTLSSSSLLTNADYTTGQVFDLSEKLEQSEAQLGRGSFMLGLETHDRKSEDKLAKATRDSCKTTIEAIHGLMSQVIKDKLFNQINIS
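Material: purified human Csn5 enzyme expressed in HEK293T cells / Medium: Tris buffer pH 7.5, NaCl, DTT, Tween-20, trehalose, ovalbumin / Compound dosing: 12.5 µM single point / Schedule: 90 min incubation of compound, enzyme and substrate at room temperature / Signal: fluorescence polarization of the substrate / Control set: no-enzyme wells high, enzyme-with-substrate wells low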
Rin1-Abl PPI inh = blocks binding of human Rin1 to Abl; P00519+Q13671; TR-FRET Rin1/Abl binding, biochemical; inhibition, % at 7.35 µM; actives 0.4% (n = 360,000); in the data active = inhibition above about 5%, passing the limit was not always enough
FAS-TE inh = inhibitors of human fatty acid synthase thioesterase domain; P49327; recombinant FAS-TE, OMFH fluorogenic substrate, fluorescence endpoint; inhibition, % at 15 µM; actives 0.67% (n = 360,000); AID 602261;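 active = compounds whose normalised, plate-corrected inhibition of enzyme fluorescence in the single-dose primary screen is 50% or more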;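 note: 0% = DMSO with enzyme and 100% = substrate without enzyme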
MLLE-PAM2 inh = blocks PAM2 peptide binding to the PABP1 MLLE domain; inhibition, % at 20 µM; GST-MLLE / FITC-PAM2 fluorescence polarization; actives 0.36% (n = 360,000); in the data active = inhibition above about 35%, passing the limit was not always enough;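 note: plate controls were DMSO wells with GST-MLLE for no effect and wells lacking GST-MLLE protein for full effect; some results filed as inactive read as strong as hits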
Target sequence (P11940 whole entry, looked up, the tested form may be a part): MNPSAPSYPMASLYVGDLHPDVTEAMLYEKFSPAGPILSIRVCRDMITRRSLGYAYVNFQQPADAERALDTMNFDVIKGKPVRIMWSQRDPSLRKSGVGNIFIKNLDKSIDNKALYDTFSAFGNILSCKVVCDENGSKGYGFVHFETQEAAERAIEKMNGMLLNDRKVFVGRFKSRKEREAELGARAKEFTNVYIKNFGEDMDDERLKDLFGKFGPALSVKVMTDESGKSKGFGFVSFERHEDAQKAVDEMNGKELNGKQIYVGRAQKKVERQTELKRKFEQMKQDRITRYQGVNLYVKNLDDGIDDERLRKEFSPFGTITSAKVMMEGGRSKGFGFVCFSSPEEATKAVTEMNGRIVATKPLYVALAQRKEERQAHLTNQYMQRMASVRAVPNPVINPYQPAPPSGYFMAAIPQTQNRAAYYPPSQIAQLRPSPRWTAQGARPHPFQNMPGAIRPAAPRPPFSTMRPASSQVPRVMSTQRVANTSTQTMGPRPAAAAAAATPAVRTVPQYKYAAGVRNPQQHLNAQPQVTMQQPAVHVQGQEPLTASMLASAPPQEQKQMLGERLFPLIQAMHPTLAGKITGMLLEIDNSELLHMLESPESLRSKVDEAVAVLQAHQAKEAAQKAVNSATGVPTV
Neddylation inh = cullin neddylation inhibition; actives 0.58% (n = 360,000); calls only at 25 µM; P61081+Q13564; TR-FRET cullin neddylation, biochemical; in the data active = inhibition above about 36%
SKN-1 block = blocks SKN-1 activity in C. elegans. C. elegans VP596 Pgst-4::GFP/RFP ratio, acrylamide-induced, 24 h. inhibition, % at 21.8 µM. actives 0.49% (n = 360,000). AID 624304;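 active = interference check ratio from 0.5 to 1.5 plus GFP to RFP signal ratio inhibition reaching or exceeding a fixed threshold, cut at about 30% in these data, passing the limit was not always enough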; note: some compounds called inactive have numbers as strong as hits
Rpn11 inh = blocks the human proteasome subunit Rpn11. O00487. human 26S proteasome, Ub4-pepOG fluorescence polarization; 20S core pre-blocked with epoxomicin. calls only at 20 µM. actives 0.59% (n = 360,000);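 active = inhibition at 20 µM, scaled to each plate's controls, above about 33%, limit read from the data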
Numbers without * were called inactive; i = inactive; · = not tested or not shown; + = active, no number. Not a hit list. Share with any hit: about 3.9%.

entry	mol	FAS-TE inh	Rpn11 inh	Neddylation inh	SKN-1 block	NadD inh	MLLE-PAM2 inh	MT1-MMP act inh	Rin1-Abl PPI inh	CSN deneddyl inh
1	CC(C)CCNC(=O)NC(=O)CSc1nnc(-c2ccccc2F)n1N	-6.4	i	i	-14.5	1.7	-42.5	1.3	0.0	-1.2
2	O=C(NC12CC3CC(CC(C3)C1)C2)N1CCN(C(=O)c2ccco2)CC1	-7.3	i	i	1.3	-0.2	13.2	·	0.6	4.7
3	CCC(C)Nc1nc2c(c(=O)[nH]c(=O)n2C)n1CCC(C)C (stereo unspecified)	-1.2	i	i	3.0	3.4	8.8	1.9	1.1	3.1
4	CCOC(=O)/C(C#N)=C/c1cn(CCC(=O)O)nc1-c1ccc(OC)cc1	-5.0	i	i	0.6	-5.1	-10.5	-2.0	0.6	-1.2
5	Oc1ccc(-c2cnc3ccccc3n2)cc1	-2.7	i	i	-7.3	-2.3	-7.9	·	-1.8	-3.6
6	CC(C)(C)NC(=O)c1ccc(NC(=O)c2ccccc2-c2ccccc2C(=O)O)cc1	-2.5	i	i	16.2	-0.6	-0.9	-1.1	6.5*	-0.6
7	CCc1ccc(NC(=O)Cn2nc(C)c([N+](=O)[O-])c2C)cc1	8.8	i	i	-2.9	-8.5	-7.4	5.0	0.5	-3.7
8	O=C(NN1CC(=O)N(c2cc(Cl)cc(Cl)c2)CC1=O)c1cccs1	-0.5	i	i	3.6	2.6	-10.2	5.2	1.4	1.9
9	C#CCOCCOCCOCCNc1nc(N2CCN(C(=O)CCCCCCCCCCNC(=O)Cn3cc(CCCCCN)nn3)CC2)nc(N2CCN(C(=O)CCCCCCCCCCNC(=O)[C@@H]([C@H](C)O)n3cc(C)nn3)CC2)n1	-20.7	i	i	28.2	7.6	5.2	7.1	11.3*	5.9
10	O=C(Cn1cncn1)NCc1cccc2ccccc12	-9.2	i	i	-2.0	-3.5	-2.2	-1.1	-4.0	4.9
11	CC1CCCN(C(=O)c2ccc([N+](=O)[O-])o2)C1 (stereo unspecified)	-0.9	i	i	6.2	0.2	4.2	2.7	0.2	-2.8
12	O=C1NC(=O)/C(=C/c2cccc(O)c2)N1	-2.3	i	i	-7.3	-7.6	-18.2	2.9	-0.5	1.1
13	S=C(NC1CC1)NC1CCCc2ccccc21 (stereo unspecified)	0.6	i	i	9.9	3.5	-26.2	6.2	1.0	-0.6
14	Cc1nc2[nH]c(=S)[nH]c2cc1Br	-3.6	i	i	-10.6	2.8	3.9	4.4	-2.3	-1.5
15	CCOC(=O)C1CCc2sc(N)c(C#N)c21 (stereo unspecified)	-8.2	i	i	3.8	-2.4	24.5	0.0	1.0	-3.7
16	COCCNC(=O)CSc1nc2c(n1-c1ccccc1)CCCC2	-7.1	i	i	-9.7	-1.4	2.8	6.6	0.5	-1.0
17	N#Cc1ccccc1OCC(=O)OCC(=O)N1CCN(C(=O)c2ccco2)CC1	-4.2	i	i	-2.7	-5.2	7.1	0.0	-0.3	3.6
18	CC1=C(C(=O)N2CCOCC2)CC(CC(=O)NC(c2ccccc2)c2ccccc2)C(=O)N1Cc1ccc(F)cc1 (stereo unspecified)	16.9	i	i	8.4	2.9	-2.9	3.0	-1.5	-0.2
19	N#CCCN(C(=S)NC(=O)c1cccs1)c1ccccc1F	-6.8	i	i	9.4	12.4	27.7	-4.0	2.1	-1.9
20	O=C(CN1C(=O)NC2(CCCCC2)C1=O)N1CCN(S(=O)(=O)c2cccc(F)c2)CC1	-4.1	i	i	-3.2	-2.7	-26.8	-3.8	2.4	-0.1
21	NS(=O)(=O)c1ccc(NC(=O)c2c(Cl)cccc2Cl)cc1	-3.9	i	i	7.1	3.2	-9.8	0.4	0.7	2.7
22	C[C@@H](NC(=O)Cn1ccc(N)nc1=O)c1cccc2ccccc12	-9.8	i	i	-10.0	0.3	-4.8	0.4	1.4	-0.9
23	CC(=O)Oc1ccc(Oc2ccc(-c3noc(C)n3)cc2)cc1	2.8	i	i	9.6	-1.0	-5.8	-2.3	0.3	2.7
24	CC(=O)CCC(=O)OCC(=O)Nc1ccc(SC(F)F)cc1	-1.5	i	i	1.5	-8.2	32.0	-2.9	-0.4	5.5
25	Cc1cccc2sc(NC(=O)[C@@H]3CCCN3C(=O)c3cccs3)nc12	1.8	i	i	5.2	-3.3	9.2	-1.2	1.3	1.1
26	CC1=CC(=C(C#N)c2nc3ccccc3s2)C=C(C)N1c1ccc(F)cc1F	59.2*	i	i	1.3	28.3	-0.5	-70.7	3.1	-10.7
27	CC(C)(C)c1cc(C(=O)N/N=C/c2ccc(F)cc2)n(-c2ccccc2)n1	19.5	i	i	9.9	-0.2	-11.2	2.9	2.1	0.9
28	O=C(NCc1ccccc1)C(c1cccc2ccccc12)n1c(=O)c(-c2ccco2)nc2ccccc21 (stereo unspecified)	·	·	i	2.4	·	·	-4.0	·	21.4
29	CSc1cc(C)c(OCC(=O)Nc2c(C)nn(C)c2C)c(C)c1	-0.3	i	i	4.7	1.4	8.4	-2.3	0.4	-2.7
30	COc1ccc(N2CCN(C(=S)Nc3ccc(C)cc3C)CC2)cc1	-2.7	i	i	6.1	0.2	-76.1	-2.0	2.9	-1.9
31	Cc1cccc(C(=O)NCC(=O)OCC(=O)NCCNC(=O)COC(=O)CNC(=O)c2cccc(C)c2)c1	-7.2	i	i	-4.0	1.9	-8.6	-2.1	-0.8	-3.2
32	COc1ccc(/C=N/NC(=O)c2c(C)n(C)c3ccc(OC)cc23)c(OC)c1	-2.9	i	i	-5.4	5.2	3.2	4.8	-1.6	-0.7
33	CC(=O)N1c2ccc(Cl)cc2C2OCCC2C1c1ccco1 (stereo unspecified)	-3.3	i	i	5.9	-3.8	-3.2	0.2	-0.1	1.7
34	Cc1csc(CN(C)C(=O)CC2C(=O)NCCN2Cc2ccc(F)cc2Cl)n1 (stereo unspecified)	-7.0	i	i	15.6	0.7	14.6	-3.3	-0.7	-0.1
35	c1ccc2c(c1)OCC(c1nnc3sc(-c4ccc5c(c4)OCO5)nn13)O2 (stereo unspecified)	12.3	i	i	12.2	12.9	25.4	3.4	-1.9	-0.7
36	Cc1cnc(NC(=O)c2cc3c(C)nn(-c4ccccc4)c3s2)s1	-2.5	i	i	-22.1	1.6	25.0	-0.9	-2.5	-5.7
37	Cc1cccc(NS(=O)(=O)c2cccs2)c1	-5.4	i	i	3.5	-3.2	-12.6	-0.4	1.7	-2.1
38	CCOC(=O)c1ccc(CN(Cc2ccccc2)S(=O)(=O)c2cccc([N+](=O)[O-])c2)cc1	22.7	i	i	5.2	-4.2	10.2	-3.0	-2.5	-11.1
39	Cc1nc(SCC(=O)NNC(=O)c2cccs2)[nH]c(=O)c1C	0.5	i	i	5.1	1.8	1.5	2.9	0.9	-11.3
40	CCOc1ccccc1N(CC(=O)NC1CCCC1)S(=O)(=O)c1ccc(C)cc1	7.4	i	i	-8.6	-0.5	3.3	1.4	1.0	4.6
41	CCn1c(C)nc2cc(C(=O)N/N=C/c3ccc(OC)cc3)ccc21	-6.2	i	i	1.5	-3.4	-15.0	3.6	4.1	-3.0
42	COc1ccc2c(CN3CCOCC3)cc(=O)oc2c1	-6.9	i	i	4.1	-3.3	2.5	1.8	2.2	0.3
43	CC1CCCN(C(=O)CCc2ccccc2)C1 (stereo unspecified)	-5.7	i	i	3.9	-3.1	-12.7	0.4	-0.4	2.8
44	O=C(CSc1nnc(C2CC2)n1Cc1ccccc1)c1cc2ccccc2o1	-2.2	i	i	2.8	11.1	-60.9	-8.4	0.1	2.1
45	Cc1cc(C(=O)N/N=C\c2cc(C(C)(C)C)c(O)c(C(C)(C)C)c2)n[nH]1	2.1	i	i	5.2	9.2	-4.3	-1.2	1.2	-1.8
46	Cc1cc(NS(=O)(=O)c2ccc(NC(=O)CSc3nnc(-c4ccco4)n3N)cc2)nc(C)n1	-7.5	i	i	0.6	-2.8	2.2	1.1	1.8	-17.0
47	CC1=Nc2ccccc2N=C(NC(=O)CSC(=S)N2CCCCC2)C1c1ccccc1 (stereo unspecified)	24.5	i	i	-5.8	-2.5	4.3	-2.3	-0.7	-5.2
48	Cc1cccc(NC(=O)C2CC(=O)OC23CCCCC3)c1 (stereo unspecified)	-6.0	i	i	-3.9	0.8	-3.1	-10.5	-2.7	1.3
49	CCCn1c(-c2cc(OC)c(OC)c(OC)c2)nc2c1c(=O)[nH]c(=O)n2Cc1ccccc1	4.5	i	·	13.7	3.1	-1.7	0.3	-0.6	-0.5
50	CC(CN1C(C)CCCC1C)OC(=O)c1cccc(F)c1 (stereo unspecified)	-5.2	i	i	-11.2	-5.9	17.6	0.4	0.1	2.6
51	CC(=O)c1ccc(S(=O)(=O)NCc2ccc(C(=O)N(C)CC(=O)Nc3cccc(F)c3)cc2)cc1	0.1	i	i	8.0	-16.6	6.3	1.7	0.4	3.2
52	O=C(c1ccc2nc(N3CCCCC3)sc2c1)N1CCN(c2ccccn2)CC1	0.6	i	i	-0.2	-3.0	11.8	-1.9	1.9	0.2
53	CCOC(=O)c1[nH]c2ccc(OCC)cc2c1CCCN1C(=O)c2ccccc2C1=O	18.9	i	i	-5.8	-3.2	1.2	-3.8	-3.6	3.4
54	COc1ccccc1N1CCN(Cc2nc3ccsc3c(=O)[nH]2)CC1	-9.1	i	i	2.7	2.0	-15.6	-4.0	0.7	1.8
55	Cc1ccc(S(=O)(=O)NC2=NCN(CCOC(=O)c3ccccc3)CN2)cc1	-5.4	i	i	4.6	-3.2	-8.3	4.2	-1.6	5.6
56	CCOC(=O)Cc1csc(NC(=O)c2sc3nc4ccc(C)cc4cc3c2N)n1	-55.5	+	i	-25.6	12.1	-13.2	-141.5	-4.2	-1.5
57	O=C(COC(=O)c1c2ccccc2cc2ccccc12)Nc1ncc(C(F)(F)F)cc1Cl	18.7	i	i	-31.2	15.8	-8.0	-0.1	-0.9	-0.8

2 of the compounds above, with each value named:
43. CC1CCCN(C(=O)CCc2ccccc2)C1 (stereo unspecified)
  FAS-TE inh: -5.7 | Rpn11 inh: i | Neddylation inh: i | SKN-1 block: 3.9 | NadD inh: -3.1 | MLLE-PAM2 inh: -12.7 | MT1-MMP act inh: 0.4 | Rin1-Abl PPI inh: -0.4 | CSN deneddyl inh: 2.8

49. CCCn1c(-c2cc(OC)c(OC)c(OC)c2)nc2c1c(=O)[nH]c(=O)n2Cc1ccccc1
  FAS-TE inh: 4.5 | Rpn11 inh: i | Neddylation inh: · | SKN-1 block: 13.7 | NadD inh: 3.1 | MLLE-PAM2 inh: -1.7 | MT1-MMP act inh: 0.3 | Rin1-Abl PPI inh: -0.6 | CSN deneddyl inh: -0.5

Profiles, quoted from the list. Order of values: FAS-TE inh | Rpn11 inh | Neddylation inh | SKN-1 block | NadD inh | MLLE-PAM2 inh | MT1-MMP act inh | Rin1-Abl PPI inh | CSN deneddyl inh
O=C(c1ccc2nc(N3CCCCC3)sc2c1)N1CCN(c2ccccn2)CC1 in the list: 0.6 | i | i | -0.2 | -3.0 | 11.8 | -1.9 | 1.9 | 0.2
CCn1c(C)nc2cc(C(=O)N/N=C/c3ccc(OC)cc3)ccc21 in the list: -6.2 | i | i | 1.5 | -3.4 | -15.0 | 3.6 | 4.1 | -3.0
Cc1nc2[nH]c(=S)[nH]c2cc1Br in the list: -3.6 | i | i | -10.6 | 2.8 | 3.9 | 4.4 | -2.3 | -1.5
O=C(COC(=O)c1c2ccccc2cc2ccccc12)Nc1ncc(C(F)(F)F)cc1Cl in the list: 18.7 | i | i | -31.2 | 15.8 | -8.0 | -0.1 | -0.9 | -0.8
